Neddyl block: inhibitors of cullin neddylation, primary screen, biochemical, TR-FRET, uHTS, NAE and Ubc12; NEDD8-conjugating enzyme Ubc12 (Homo sapiens) + NEDD8-activating enzyme E1 regulatory …; calls only at 25 µM; 360,000 tested, 0.58% active; AID 651699, 2012; in the data active = inhibition above about 36%
LMPTP inh: LMPTP phosphatase inhibitors, primary screen, biochemical, fluorescence intensity, uHTS; Low molecular weight phosphotyrosine protein phosphatase (Homo sapiens), P24666; recombinant LMPTP-A, OMFP fluorogenic substrate; inhibition, % at 20 µM; 360,000 tested, 0.22% active; AID 651560, 2012;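 active = compounds that cut the enzyme signal by at least half of the control window in the single-dose screen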;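 note: plate controls were DMSO wells with enzyme plus substrate for no effect and substrate without enzyme for full effect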
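Test system – LMPTP-A enzyme · Amount – LMPTP-A at 0.625 nM final in the reaction · Buffer or medium – Bis-Tris pH 6.0, DTT, detergent · Reagent – OMFP 400 µM · Doses – single 20 µM dose · Schedule – reaction 50 min, room temperature, dark · Detection – fluorescence intensity of OMFP turnover product · Evaluation – percent inhibition versus substrate-only and uninhibited controls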
DNMT1 block: human DNMT1 methyltransferase inhibitors, primary screen, biochemical, molecular beacon, fluorescence, HinP1I cleavage, uHTS. inhibition (reported as % activation of signal), % at 10 µM. 360,000 tested, 0.83% active; in the data active = inhibition above about 50%
Target sequence (P26358 504-1616 limits assumed): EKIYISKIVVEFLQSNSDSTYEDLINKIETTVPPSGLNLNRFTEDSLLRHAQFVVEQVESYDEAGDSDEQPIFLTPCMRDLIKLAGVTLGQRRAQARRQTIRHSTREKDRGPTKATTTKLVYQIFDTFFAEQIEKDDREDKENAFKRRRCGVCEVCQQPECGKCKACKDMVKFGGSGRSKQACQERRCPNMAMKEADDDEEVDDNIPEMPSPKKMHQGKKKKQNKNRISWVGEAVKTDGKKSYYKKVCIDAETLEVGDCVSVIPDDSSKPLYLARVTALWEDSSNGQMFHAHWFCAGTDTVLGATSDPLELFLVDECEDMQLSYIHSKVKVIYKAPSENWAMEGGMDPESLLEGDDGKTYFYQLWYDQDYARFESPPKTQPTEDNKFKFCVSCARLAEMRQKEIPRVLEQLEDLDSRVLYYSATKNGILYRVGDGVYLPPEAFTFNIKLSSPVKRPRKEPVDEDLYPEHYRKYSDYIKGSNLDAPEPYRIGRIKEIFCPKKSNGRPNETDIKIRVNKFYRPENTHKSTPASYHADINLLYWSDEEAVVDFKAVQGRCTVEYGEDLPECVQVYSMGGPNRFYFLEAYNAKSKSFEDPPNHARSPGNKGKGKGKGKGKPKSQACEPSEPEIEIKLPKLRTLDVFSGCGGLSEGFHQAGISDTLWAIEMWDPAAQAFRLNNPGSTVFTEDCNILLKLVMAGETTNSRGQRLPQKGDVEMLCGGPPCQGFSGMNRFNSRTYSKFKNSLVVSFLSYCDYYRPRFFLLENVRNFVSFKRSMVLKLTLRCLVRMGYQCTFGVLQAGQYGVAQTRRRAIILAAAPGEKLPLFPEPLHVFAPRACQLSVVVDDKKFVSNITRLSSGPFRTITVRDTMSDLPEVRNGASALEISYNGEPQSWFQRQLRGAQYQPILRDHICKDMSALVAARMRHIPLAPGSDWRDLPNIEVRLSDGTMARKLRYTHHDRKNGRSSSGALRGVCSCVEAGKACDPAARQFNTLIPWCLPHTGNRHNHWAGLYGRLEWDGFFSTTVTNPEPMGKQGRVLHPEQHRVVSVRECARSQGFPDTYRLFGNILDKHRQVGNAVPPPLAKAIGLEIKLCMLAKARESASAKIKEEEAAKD
NadD block: inhibitors of S. aureus NadD, primary screen, biochemical, colorimetric, uHTS; 360,000 tested, 0.78% active; purified NadD enzyme, colorimetric absorbance read-out; AID 602399, 2012; inhibition, % at 20 µM; in the data active = inhibition above about 26%; note: some compounds past the cut are filed as inactive
SUMO1 PPI mod: modulators of SUMO1 protein-protein interactions, primary screen, biochemical, uHTS | Small ubiquitin-related modifier 1 (Homo sapiens), P63165 | SUMO1 binding to a labelled peptide, TR-FRET, 1 h | inhibition, % at 20 µM | 360,000 tested, 0.33% active | AID 602429, 2012; in the data active = inhibition above about 37%
Scp1 inh: Scp-1 phosphatase inhibitors, primary screen, biochemical, colorimetric, uHTS. Carboxy-terminal domain RNA polymerase II polypeptide A small phosphatase 1 (Homo …. Recombinant Scp1, phosphopeptide, malachite green phosphate absorbance. inhibition, % at 20 µM. 340,000 tested, 0.88% active. AID 493091, 2011;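 active = inhibition above about 50% at 20 µM, limit read from the data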;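 note: plate controls were DMSO wells with enzyme for no effect and wells lacking enzyme for full effect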
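Material: truncated SCP-1 phosphatase (76-261aa) / Buffer or medium: 50 mM Tris acetate pH 5.5, 0.005% Tween-20, 10 mM MgCl2 / Compound dosing: one concentration, 20 µM, with 1.0% DMSO / Incubation: 45 min room-temperature reaction, 5 min colour, 30 min stabiliser / Detection: colorimetric free-phosphate detection, absorbance 630 nm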
Rin1 Abl inh: inhibitors of Rin1-Abl protein binding, primary screen, biochemical, TR-FRET; Tyrosine-protein kinase ABL1 (Homo sapiens) + Ras and Rab interactor 1 (Homo sapiens), …; inhibition, % at 7.35 µM; 360,000 tested, 0.4% active; AID 588664, 2011; in the data active = inhibition above about 5%, passing the limit was not always enough
STEP block: STEP phosphatase inhibitors, primary screen, biochemical, fluorescence intensity, uHTS | Tyrosine-protein phosphatase non-receptor type 5 (Homo sapiens), P54829 | recombinant STEP, OMFP fluorogenic substrate | inhibition, % at 20 µM | 360,000 tested, 0.25% active;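 active = inhibition at 20 µM, scaled per plate between control wells, above about 37%, limit read from the data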;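 note: 0% = DMSO with enzyme and substrate and 100% = substrate only without enzyme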
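System: isolated STEP enzyme; schedule: 20 min enzyme reaction at room temperature, protected from light; medium: Bis-Tris buffer pH 6.0, 2.5 mM DTT, 0.005% Tween 20; signal: fluorescence, 480/540 nm; dosing: single compound dose of 20 µM, 1% DMSO final; also added: OMFP substrate, 25 µM final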
CSN inh: inhibitors of CSN-mediated cullin deneddylation, primary screen, biochemical, fluorescence polarization, uHTS. COP9 signalosome complex subunit 5 (Homo sapiens), Q92905. Purified CSN, SCF-Nedd8-OG deneddylation. inhibition, % at 12.5 µM. 360,000 tested, 0.38% active. AID 651999, 2013;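 active = pattern-corrected inhibition above about 35%, with an unprinted fluorescence ratio check between 0.5 and 1.5, limit read from the data, passing the limit was not always enough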;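 note: 0% = enzyme with substrate and 100% = substrate without enzyme; some results filed as inactive read as strong as hits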
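Detection – fluorescence polarization · System – HEK293T-derived human Csn5 enzyme · Controls – substrate-only high control, full reaction low control · Timing – 90 min, room temperature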
Rpn11 inh: Rpn11 (PSMD14) deubiquitinase inhibitors, primary screen, biochemical, fluorescence polarization, uHTS | calls only at 20 µM | 360,000 tested, 0.59% active | human 26S proteasome, Ub4-pepOG fluorescence polarization; 20S core pre-blocked with epoxomicin;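 active = inhibition at 20 µM, scaled to each plate's controls, above about 33%, limit read from the data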
Active calls of the source: *; i = inactive; x = no result given.

Each structure is followed by: Neddyl block	LMPTP inh	DNMT1 block	NadD block	SUMO1 PPI mod	Scp1 inh	Rin1 Abl inh	STEP block	CSN inh	Rpn11 inh
1	COc1cc2[nH]c(=O)n(CCC(=O)NCCC(C)C)c(=O)c2cc1OC
  i	-0.6	2.1	1.8	-0.9	-4.3	7.4	0.7	5.0	i
2	CC(=O)Nc1ccnn1C1CCN(C(=O)c2cccc(C)c2C)CC1
  i	-2.5	2.3	-3.2	-2.2	-6.2	4.5	-3.6	-7.7	i
3	COc1ccc(-c2c[n+](CC(=O)c3cccs3)c3n2CCC3)cc1
  i	4.1	2.4	-4.7	-5.1	-3.8	3.4	1.4	-2.6	i
4	Cc1nc(CNS(=O)(=O)c2cccnc2)cs1
  i	-0.8	1.2	-2.2	3.5	-5.2	4.6	-0.9	1.8	i
5	CCOC(=O)c1c(NC(=O)CSc2c[nH]c3ccccc23)sc2c1CCCC2
  i	5.8	-27.6	-2.8	-3.2	-28.1	-2.4	-0.2	-1.8	i
6	Cc1cc(C)c(CN2CCN(CCCn3ccc(NC(=O)OCc4ccccc4)nc3=O)CC2)c(C)c1
  i	-1.0	-7.2	-1.3	0.6	-16.7	7.9*	-0.5	1.5	i
7	Cc1ccc(C)c(N2CCN(CCN3CCCCC3)CC2)c1
  i	-2.6	0.0	-6.0	3.0	-7.3	2.8	0.2	-4.4	i
8	CCOC(=O)[C@@H]1[C@H]2COc3cc(OC)ccc3[C@@H]2N2C(=O)N(c3cccc(C)c3)C(=O)[C@]12C
  i	0.4	-3.9	-7.4	-4.0	-11.3	4.0	-1.5	-1.4	i
9	CCOC(=O)N/N=C/c1cc(C)n(-c2ccccc2)c1C
  i	0.4	-13.1	3.2	-2.7	3.8	-2.7	0.4	5.8	i
10	O=S(=O)(N/N=C\c1ccccc1O)c1ccc(Cl)cc1
  i	2.8	-0.7	-6.7	2.3	-4.7	-1.6	-2.5	4.4	i

Retrieved by compound from the entries so far, four records:
Each structure is followed by: Neddyl block	LMPTP inh	DNMT1 block	NadD block	SUMO1 PPI mod	Scp1 inh	Rin1 Abl inh	STEP block	CSN inh	Rpn11 inh
6	Cc1cc(C)c(CN2CCN(CCCn3ccc(NC(=O)OCc4ccccc4)nc3=O)CC2)c(C)c1
  i	-1.0	-7.2	-1.3	0.6	-16.7	7.9*	-0.5	1.5	i
4	Cc1nc(CNS(=O)(=O)c2cccnc2)cs1
  i	-0.8	1.2	-2.2	3.5	-5.2	4.6	-0.9	1.8	i
2	CC(=O)Nc1ccnn1C1CCN(C(=O)c2cccc(C)c2C)CC1
  i	-2.5	2.3	-3.2	-2.2	-6.2	4.5	-3.6	-7.7	i
9	CCOC(=O)N/N=C/c1cc(C)n(-c2ccccc2)c1C
  i	0.4	-13.1	3.2	-2.7	3.8	-2.7	0.4	5.8	i

The list goes on.
Each structure is followed by: Neddyl block	LMPTP inh	DNMT1 block	NadD block	SUMO1 PPI mod	Scp1 inh	Rin1 Abl inh	STEP block	CSN inh	Rpn11 inh
11	O=C(Nc1ccccc1C(=O)N1CCCC1)c1ccc(Cl)c([N+](=O)[O-])c1
  i	-0.5	-2.3	1.9	-10.7	-5.0	-2.7	-0.1	-3.5	i
12	Cc1cc2c(=O)[nH]cnc2s1
  i	-4.4	-1.2	-8.9	-2.5	-15.4	0.3	-2.5	3.1	i
13	Cc1nc(N2CCN(c3ccccn3)CC2)c2c(C)c(C(=O)Nc3ccccc3F)sc2n1
  i	5.2	-8.1	2.0	-45.7	4.5	-6.2	0.5	3.3	i
14	Cc1nc(NC(=S)Nc2ccccc2)sc1C
  i	-0.2	-2.3	2.5	3.1	-1.1	0.1	2.5	-2.3	i
15	Cc1cc2c(cc1S(=O)(=O)Nc1ccc(OC(F)(F)F)cc1)OCC(=O)N2
  i	1.7	0.3	-7.5	3.0	-9.6	0.5	-3.6	-2.0	i
16	O=C(CCCn1cnc([N+](=O)[O-])n1)Nc1ccc(Cl)cc1Cl
  i	-0.9	5.3	5.2	-11.9	-2.7	0.2	-2.3	-4.2	i
17	CCOC(=O)c1cc2c(C)nn(-c3ccccc3)c2s1
  i	1.7	6.3	11.1	4.2	-10.4	-2.1	3.0	-3.0	i
18	O=C(O)C(Cc1ccccc1)NS(=O)(=O)c1ccc(Cl)cc1 (stereo not given)
  i	-2.2	-1.1	-4.3	1.2	2.2	0.3	-1.7	3.3	i
19	N#CC(c1ccc(Cl)cc1)c1ccc2c(C(F)(F)F)cc(C(F)(F)F)nc2n1 (stereo not given)
  i	-4.8	-1.1	10.3	-15.9	5.7	0.1	-0.5	0.5	i
20	CCCCN(C=O)c1c(CC)nc2c(OCCOc3ccc(F)cc3)cccn12
  i	-0.7	-4.9	-5.4	5.0	x	5.8	-0.7	3.1	i

Full records from above.
N#CC(c1ccc(Cl)cc1)c1ccc2c(C(F)(F)F)cc(C(F)(F)F)nc2n1 (stereo not given) as listed: Neddyl block: i; LMPTP inh: -4.8; DNMT1 block: -1.1; NadD block: 10.3; SUMO1 PPI mod: -15.9; Scp1 inh: 5.7; Rin1 Abl inh: 0.1; STEP block: -0.5; CSN inh: 0.5; Rpn11 inh: i
O=C(CCCn1cnc([N+](=O)[O-])n1)Nc1ccc(Cl)cc1Cl as listed: Neddyl block: i; LMPTP inh: -0.9; DNMT1 block: 5.3; NadD block: 5.2; SUMO1 PPI mod: -11.9; Scp1 inh: -2.7; Rin1 Abl inh: 0.2; STEP block: -2.3; CSN inh: -4.2; Rpn11 inh: i

Remaining list, next part
Each structure is followed by: Neddyl block	LMPTP inh	DNMT1 block	NadD block	SUMO1 PPI mod	Scp1 inh	Rin1 Abl inh	STEP block	CSN inh	Rpn11 inh
21	O=C(c1ccc(CNS(=O)(=O)c2cccc(Cl)c2)cc1)N1CCCC1
  i	0.1	-0.3	-7.7	0.3	-4.7	3.3	0.9	-5.2	i
22	O=c1[nH]c(NCCO)nnc1Cc1ccccc1
  i	-1.4	3.3	-2.5	1.9	-6.8	-2.8	3.1	-1.6	i
23	COc1ccc(O)c(C=Nc2cc(NC(C)=O)c(Cl)cc2Cl)c1
  i	-1.6	2.5	-2.0	-2.2	-5.2	-2.4	-1.4	-14.1	i
24	CC(C)(C)OC(=O)NCC(=O)NNC(=O)C(C(=O)OCc1ccccc1)c1ccccc1 (stereo not given)
  i	0.4	2.3	-2.7	-6.1	-0.5	4.9	1.1	-2.8	i
25	CCN(C(=O)CSc1nc2nc(C)cc(C)n2n1)c1ccccc1
  i	-2.4	-0.7	1.3	-0.7	-5.2	1.3	-3.7	-1.2	i
26	Cc1ccc(S(=O)(=O)N2CCN=C2SCc2cccnc2)cc1
  i	-0.3	1.0	-0.9	3.9	-6.0	1.4	-4.2	-1.5	i

Screening data deposited in PubChem BioAssay by several laboratories.
